High-throughput results as filed in PubChem BioAssay.
TRPM1 prom inh: reduces MITF-dependent TRPM1 promoter luciferase signal | SK-MEL-5 TRPM1 promoter luciferase, 24 h | inhibition, % at 12.5 µM | 0.83% of 330,000 active | AID 488899;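 active = mean inhibition across replicates of 60% or more, whatever share of single replicates reaches that level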; note: values of inactives mirror those of a sister screen read the other way
Shn3 inh set2: reduces Shn3 3'UTR luciferase signal in osteoblasts; Clone20 osteoblast Shn3 3'UTR firefly luciferase, 24 h; inhibition, % at 12.5 µM; 0.52% of 360,000 active; AID 588674;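 active = mean inhibition of at least 75% with every replicate also reaching 75%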;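 note: 0% = median of neutral control wells and 100% = pilot-screen positive control compound; some compounds past the cut are filed as inactive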
hiPSC survival: increases survival of single human iPS cells. survival enhancement, % at 20 µM. AID 602274. hiPSC single-cell survival, ATPlite luminescence; 100% = ROCK inhibitor wells, 0% = DMSO. 0.044% of 360,000 active; in the data active = survival enhancement above about 18%;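 note: cells exposed to compounds for 16 hours before the ATP read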
PDI turbidity: inhibitors of human protein disulfide isomerase. P07237. PDI insulin aggregation turbidity, A650, 90 min. inhibition, % at 10 µM. 0.052% of 350,000 active. AID 588391;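 active = mean inhibition across replicates of 30% or more, whatever share of single replicates reach that level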;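 note: absorbance from insulin aggregation driven by PDI reduction with DTT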
Target sequence (P07237 whole entry, looked up): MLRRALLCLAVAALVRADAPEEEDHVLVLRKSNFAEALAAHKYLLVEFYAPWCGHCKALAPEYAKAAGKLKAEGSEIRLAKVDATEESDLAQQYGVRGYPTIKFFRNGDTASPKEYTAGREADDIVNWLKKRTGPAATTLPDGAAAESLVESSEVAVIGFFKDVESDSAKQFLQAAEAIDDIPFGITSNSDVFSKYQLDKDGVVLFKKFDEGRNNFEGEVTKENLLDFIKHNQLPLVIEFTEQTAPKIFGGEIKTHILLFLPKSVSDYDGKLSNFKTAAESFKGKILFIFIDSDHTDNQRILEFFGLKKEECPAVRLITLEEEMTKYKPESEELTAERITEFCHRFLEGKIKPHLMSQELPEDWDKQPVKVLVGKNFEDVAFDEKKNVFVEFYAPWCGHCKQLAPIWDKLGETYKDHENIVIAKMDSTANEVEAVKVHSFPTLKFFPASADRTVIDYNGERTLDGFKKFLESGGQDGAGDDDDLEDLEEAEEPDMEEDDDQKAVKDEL
Cardio protect: modulators protecting cardiomyocytes from myocardial damage; H9c2 cardiomyocytes, H2O2 injury protection, ATPLite, 2 h; protection from H2O2 cell death, % at 20 µM; 0.63% of 360,000 active; AID 588492;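 active = compounds giving at least 50% protection of heart cells from peroxide-induced death in the single-dose screen, raw or plate-pattern-corrected value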;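 note: 0% = DMSO wells with peroxide and 100% = DMSO wells without peroxide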
m5-HT2A agonist: activates the mouse 5-HT2A serotonin receptor. P35363. CHO-K1 mHTR2A beta-arrestin complementation, luminescence; percent of 30 µM serotonin response. activation, % at 7.6 µM. 0.66% of 360,000 active;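 active = activation above a run cutoff, the mean activation of all tested compounds plus 3 SD, cut at about 14% in these data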;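 note: 0% = plate median of compound wells and 100% = 30 µM serotonin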
Target sequence (P35363 whole entry, looked up): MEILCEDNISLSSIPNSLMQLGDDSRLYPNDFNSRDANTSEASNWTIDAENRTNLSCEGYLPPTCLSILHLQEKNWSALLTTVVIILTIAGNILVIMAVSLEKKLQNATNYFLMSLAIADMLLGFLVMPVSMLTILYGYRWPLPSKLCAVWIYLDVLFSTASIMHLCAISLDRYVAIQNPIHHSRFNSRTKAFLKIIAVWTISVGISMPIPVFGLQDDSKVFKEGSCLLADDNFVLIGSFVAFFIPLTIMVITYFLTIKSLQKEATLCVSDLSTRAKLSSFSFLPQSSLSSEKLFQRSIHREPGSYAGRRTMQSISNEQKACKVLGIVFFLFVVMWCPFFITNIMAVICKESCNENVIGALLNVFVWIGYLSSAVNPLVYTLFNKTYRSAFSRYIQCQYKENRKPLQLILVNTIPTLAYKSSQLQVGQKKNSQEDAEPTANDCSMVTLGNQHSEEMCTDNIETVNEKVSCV
NR2E3 ag-1: agonists of human nuclear receptor NR2E3 | Q9Y5X4 | GST-NR2E3/biotin-RetCOR TR-FRET, 1536-well | inhibition of corepressor binding, % at 4.78 µM | 0.12% of 320,000 active | AID 2300;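 active = percent inhibition above the cutoff of mean plus 3 SD of all tested compounds, set per screening campaign, cut at about 20% in these data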;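 note: 0% = DMSO wells and 100% = biotin wells as full block of FRET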
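Material: NR2E3–RetCOR corepressor complex / Amount: 1.35 nM GST-NR2E3 / Medium: Tris pH 7.5 / Compound: single nominal compound dose of 4.8 µM / Incubation: 5 h at 4 °C / Technique: TR-FRET, Eu(K)-anti-GST donor, streptavidin-D2 acceptor, ex 340, em 617/671 nm / Read-out basis: percent loss of FRET ratio relative to control wells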
Peg3 promoter: Peg3 promoter activity inhibition | 1.7% of 360,000 active | HeLa PEG-Prom luciferase reporter, luminescence, overnight | inhibition, % at 20 µM | AID 588405;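 active = inhibition of at least 50% at 20 µM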
HIF-2a inh: HIF-2a inhibition. 0.72% of 360,000 active. 786-0 RCC cells HIF-2a reporter, luciferase luminescence, overnight. inhibition, % at 18.8 µM;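 active = inhibition of the luminescence signal of 40% or more relative to plate controls, in a single-dose primary screen at 18.75 µM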
NR2E3 ag-2: agonists of human NR2E3 nuclear receptor. CHO-S Gal4-NCOR/VP16-NR2E3 two-hybrid, luciferase. inhibition of corepressor binding, % at 3.98 µM. 0.35% of 360,000 active. AID 602229;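 active = inhibition above the mean of all tested compounds plus 3 SD, cut at about 70% in these data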;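 note: 0% = DMSO with NR2E3 transfected cells and 100% = cells lacking NR2E3 construct; higher means lower luciferase signal from less NR2E3 corepressor binding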
CaV13 ICDI inh: Primary screen for inhibitors of IQ motif and Ca2+-dependent inactivation inhibitor domain binding in CACNA1D, Förster resonance energy transfer in living cells, … | AID 743397 | HEK cells, CFP/YFP FRET ICDI-IQ, plate reader, 10 min; percent FRET-ratio fall versus neutral wells | inhibition, % at 12.3 µM | 0.098% of 340,000 active;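 active = mean replicate inhibition of at least 30% and at least 1% of replicates passing that level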;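 note: 0% = median of the neutral control wells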
* hit, by the source's call; nt = not tested or not shown; & = joins results of further samples. Not a hit list, and some 3.9% of all compounds hit somewhere here.

compound	TRPM1 prom inh	Shn3 inh set2	hiPSC survival	PDI turbidity	Cardio protect	m5-HT2A agonist	NR2E3 ag-1	Peg3 promoter	HIF-2a inh	NR2E3 ag-2	CaV13 ICDI inh
CCOC(=O)Cc1csc(NC(=O)Nc2ccccc2)n1	-26	-7	-1.0	2	-19	-2	4	-98	-99	-49	-5
COc1ccc(S(=O)(=O)N(CCCN2CCCC2=O)Cc2cc3c(C)ccc(C)c3[nH]c2=O)cc1	2	-46	-2.2	0	24	1	2	18	5	-10	-3
Cc1nn(CC(=O)N2CCN(C34CC5CC(CC(C5)C3)C4)CC2)c(C)c1[N+](=O)[O-]	15	10	0.6	5	-1	0	-2	15	6	5	-4
C[C@H](CO)N1C[C@H](C)[C@@H](CN(C)Cc2ccc(Cl)c(Cl)c2)Oc2c(NC(=O)c3ccncc3)cccc2C1=O	-1	16	-0.5	8	17	1	nt	14	26	-27	-14
Cc1nnc(NC(=O)C2CCCC2)s1	14	-14	0.0	-11	1	0	4	-1	4	-12	-2
CCOC(=O)Cc1csc(N/C(=N/S(=O)(=O)c2ccc(F)cc2F)c2ccccc2)n1	14	-7	1.4	5	4	6	-1	-2	7	7	-4
CCN(CC(=O)NC(C)C)C(=O)CCNC(=O)c1ccc(Cl)cc1	-8	-17	-4.2	7	-1	6	1	11	14	-18	-4
CC1CCN(C(=O)CSc2nnc3ccc(-c4cccnc4)nn23)CC1	-4	-13	0.0	-15	-4	1	0	1	16	-4	-7
COc1cc(CCC(=O)Nc2cc(S(=O)(=O)N3CCOCC3)ccc2OC(C)C)cc(OC)c1OC	nt	-5	-0.8	-2	0	-4	nt	8	14	-11	-13
FCCCOc1ccc(-c2nccc(-c3ccc(Cl)cc3)n2)cc1	-16	-8	1.4	2	-15	2	0	-6	5	-3	-2
O=C(Nc1ccccc1O)c1ccc(Cl)cc1	5	-91	-4.5	-3	-14	-2	1	-139	-242	-22	-5
Cc1nc2sc(C(c3cccs3)N3CCN(c4cccc(Cl)c4)CC3)c(O)n2n1 (stereo not given)	nt	-6	1.1	nt	1	0	1	15	7	8	-5
CCOC(=O)CSc1nc(C)cc(C)c1C#N	6	5	3.1	-6	2	4	0	-23	-8	7	nt
Cc1ccc(C(=O)OCC(=O)NCc2ccco2)cc1S(=O)(=O)N1CCOCC1	-1	4	1.4	-6	2	4	-1	-9	4	-41	-4
O=C(CCNC(=O)c1ccccc1Cl)Nc1ccc(S(=O)(=O)Nc2ncccn2)cc1	-7	8	-0.1	-2	0	0	-1	5	20	-11	-3
Cc1cc(=O)c(C(=O)O)nn1-c1ccccc1F	5	-18	0.3	-9	4	7	1	17	14	-23	-4
CCN1C(=O)/C(=C2/SC(C)=C(C)N2CC)SC1=S	-11	15	-2.0	6	11	4	-9	-5	-26	-6	-12
O=C(NCc1cccnc1)c1cc(-c2ccc(Cl)cc2)oc1C(F)(F)F	-2	14	0.0	13	-7	-4	0	19	-10	17	-5
O=C(/C=C/c1ccccc1)NC(=S)Nc1ccc(N2CCOCC2)cc1	3	30	0.4	-5	-2	-2	1	-2	-6	-12	-5
CCC(=O)N1CCCC(C(=O)c2ccc(-c3ccccc3)cc2)C1 (stereo not given)	-23	5	0.0	-3	4	-1	1	-27	-72	-39	-5
Cc1nc(C(=O)O)nn1-c1cc(Cl)ccc1Cl	-3	12	3.6	-1	4	0	0	4	3	17	-6
O=C(c1ccc(Cl)cc1Cl)N1CCC(C(=O)N2CCOCC2)CC1	0	-8	-0.2	0	-1	6	-1	3	11	-11	-4
O=[N+]([O-])c1ccc(Cc2ccncc2)cc1	0	6	0.3	1	2	0	-1	-1	8	5	1
Cc1ccc(NC(=O)Nc2ccc3c(c2)nc(C)n3C)cc1	-9	-116	-4.1	0	-24	0	2	-150	-118	-163	-7
Cc1ccc(S(=O)(=O)N(CC(=O)NCc2ccco2)Cc2ccccc2F)cc1	3	19	-3.8	-12	11	-2	nt	11	23	24	nt
COc1ccc(N(C(=O)c2snc(C(N)=O)c2N)C(C(=O)NC2CCCC2)c2ccc(C)o2)c(OC)c1 (stereo not given)	1	26	0.1	19	0	5	5	21	18	13	-3
NS(=O)(=O)c1ccc(CCNC(=O)NC2(C(F)(F)F)Oc3ccccc3O2)cc1	-2	45	-1.4	5	27	0	-2	-4	21	-5	-3
Cc1ccc(CN2CCNC(=O)C2CC(=O)NC2CCCCCC2)cc1 (stereo not given)	1	-13	-0.2	7	4	-8	2	21	16	-10	-6
CC(=O)Oc1cc2c(c3ccccc13)CCC2=O	0	-42	-1.8	4	-4	0	nt	-4	3	-14	-5
S=C(Nc1ccccc1Oc1ccccc1)Nc1cccc(Cl)c1Cl	-4	13	2.0	6	-8	-2	1	7	6	-6	-6
O=C1Nc2cc(Br)ccc2C1(O)c1ccccc1O (stereo not given)	-20	-10	-0.9	9	-2	11	-2	6	22	-6	-13
CCn1cnc2scc(-c3ccc(OC)cc3)c2c1=O	5	-27	-0.2	1	8	-3	-1	6	16	-2	-5
CN(C(=O)c1cccc(NC(=O)Cc2cccc(NC(=O)C3CCN(C(=O)C4CC4)CC3)c2)c1)C1CC1	-4	5	3.0	4	-2	0	nt	1	0	9	-8
NS(=O)(=O)c1ccc(NC(=O)Nc2cccc3ccccc23)cc1	2	9	-0.2	7	6	-5	4	17	-6	-4	-3
COc1ccc(C2=NOC(Cn3nc(-c4ccccc4)cc3C(=O)NCc3cccs3)C2)cc1 (stereo not given)	-7	6	0.9	-3	3	-8	nt	21	3	-2	-4
O=C(Cn1c(=O)n(CC2CCCO2)c(=O)c2ccccc21)c1ccccc1 (stereo not given)	-5	14	-1.6	-4	8	-1	3	12	19	-5	0
NC(=NCCc1c[nH]c2ccccc12)NS(=O)(=O)c1ccc2ccccc2c1	14	16	-1.4	-6	-13	3	-3	15	10	-5	-6
O=[N+]([O-])c1ccccc1-c1cc(-c2cc(Cl)ccc2O)n[nH]1	-15	-36	-1.0	-5	-14	-4	-2	-64	-190	-90	-3
Cc1ccc(-c2nn(-c3ccccc3)cc2CN(Cc2ccccc2)C(=O)CCC(=O)O)o1	1	-9	2.9	-4	-3	-1	2	3	3	-5	-4
O=C(O)COc1c(Cl)cc(/C=C2\NC(=O)NC2=O)cc1Br	13	15	-1.8	2	-3	3	-6	3	22	-2	10
Cn1nc(C(=O)Nc2ccc(S(=O)(=O)N3CCOCC3)cc2)c2ccccc2c1=O	-9	-29	-0.1	-5	7	3	-4	6	9	-15	-6
C/C(=N\NC(=S)NC(C)C)c1ccccc1OC(F)F	-2	10	-0.4	-4	-4	-4	-1	15	-13	-4	6
Cc1ccccc1-c1nc(C#N)c(NCc2ccco2)o1	5	0	0.1	2	-3	-3	-1	-2	8	-8	-7
O=C(NNC(=S)Nc1ccc(F)cc1F)c1ccco1	-13	-19	1.5	10	1	2	1	-94	-143	-43	-2
CCCC(=O)NC(c1ccc(C)cc1)c1ccc2cccnc2c1O (stereo not given)	nt	74	-0.2	14	35	-4	6	63*	11	-21	nt
COC(=O)c1sccc1NC(=S)N1CCC(C(N)=O)CC1	3	nt	-0.9	10	5	-2	4	7	12	-8	-6
CCN(CC)S(=O)(=O)c1ccc(NC(=O)C(OC)c2ccccc2)cc1 (stereo not given)	10	13	0.2	-2	-2	-2	1	22	15	-18	-4
Cc1cccc(NC(=O)c2ccccc2NC(=O)C(C)(C)C)n1	12	-7	2.5	-15	9	-2	-1	14	6	17	-5
CN(C(=O)Nc1ccc(S(=O)(=O)N(C)C)cc1)C1CCCCC1	-3	-1	-1.3	-4	-1	-1	1	-35	-64	-7	-6
O=C(Cc1ccccc1)Nc1ccccc1N1CCOCC1	-1	-9	0.8	-1	18	11	-5	19	17	-15	nt
CC(=O)N1CCN(CC(O)COc2ccc(OCc3ccccc3)cc2)CC1 (stereo not given)	-7	26	2.6	3	-2	-1	0	-1	-4	-7	-10
FC(F)(F)C1=CC(c2ccc(Cl)cc2)=NCCN1	10	-8	-4.2	-1	-21	-7	3	7	13	-6	nt
O=C(Nc1ccc2c(c1)OCO2)C1CC(=O)N(c2cccc(Cl)c2)C1 (stereo not given)	-8	-16	-0.6	-13	1	-2	0	-29	-55	-48	-2
COCCCn1c2nc3ccccc3nc2c2c(=O)n(Cc3ccc(Cl)cc3)cnc21	13	53	-1.1	1	4	0	4	21	5	5	nt
Cc1c(NC(=O)CSc2nc(-c3ccco3)cc(C(F)(F)F)n2)c(=O)n(-c2ccccc2)n1C	4	2	-0.9	-1	-10	1	4	-3	2	-16	nt
Nc1ccc2nc(N3CCOCC3)sc2c1	-5	-11	-0.7	5	2	0	-4	-134	-79	-34	1
OC(c1ccccc1)(c1nc(/C=C/c2ccccc2)cs1)C(F)(F)F (stereo not given)	nt	-27	1.6	-4	-8	-11	nt	1	-42	10	-5
CC(=O)c1ccc(-c2ccc(C(=O)NCC3CCCO3)o2)cc1 (stereo not given)	-21	-10	-0.5	11	4	-6	-1	-75	-60	-30	-7
COc1cc(C(=O)N2CCN(Cc3ccc4c(c3)OCO4)CC2)cc(OC)c1OC	-8	2	0.0	-1	3	2	2	15	20	-8	-4
CC(=O)OC1(C(C)=O)CCC2C3CC4OC45CC(O)CCC5(C)C3CCC21C (stereo not given)	-5	9	-1.5	2	3	3	nt	7	7	1	-11

The listing continues:
compound	TRPM1 prom inh	Shn3 inh set2	hiPSC survival	PDI turbidity	Cardio protect	m5-HT2A agonist	NR2E3 ag-1	Peg3 promoter	HIF-2a inh	NR2E3 ag-2	CaV13 ICDI inh
Cc1cc([N+](=O)[O-])nn1CCCC(=O)Nc1ccc(Cl)cc1Cl	-8	-18	0.2	3	13	-1	1	10	-4	-17	-14
CC(CC(=O)O)CC(=O)Nc1cc([N+](=O)[O-])ccc1O (stereo not given)	8	-14	-0.8	-5	9	0	-2	-7	10	-10	-4
COc1ccc(N2CCN(S(=O)(=O)CCNC(=O)COc3ccccc3OC)CC2)cc1	-6	-9	0.5	4	-5	5	2	15	17	24	-3
CN(Cc1ccccc1)C(=O)C1CCCN(Cc2cccc(Cl)c2)C1 (stereo not given)	-1	7&-7	-1.9&0.2	-1&6	14&-3	-4&-2	0	6&10	-9&16	-5&-17	-5&3
O=C1C=C(O)CC2(CCCCC2)C1	nt	-11	0.9	nt	15	-3	nt	1	4	-8	nt
COc1ccc(/C=N/Nc2c(Cl)cc(Cl)cc2Cl)cc1CN1CCOCC1	14	11	-1.7	-9	-6	-1	1	-2	8	7	-19
